Assay outcomes: PubChem BioAssay, several laboratories
Neddyl block – blocks human cullin neddylation. calls only at 25 µM. 360,000 compounds, 0.58% hits. TR-FRET cullin neddylation, biochemical. AID 651699; in the data active = inhibition above about 36%
Target sequence (P61081 whole entry, looked up): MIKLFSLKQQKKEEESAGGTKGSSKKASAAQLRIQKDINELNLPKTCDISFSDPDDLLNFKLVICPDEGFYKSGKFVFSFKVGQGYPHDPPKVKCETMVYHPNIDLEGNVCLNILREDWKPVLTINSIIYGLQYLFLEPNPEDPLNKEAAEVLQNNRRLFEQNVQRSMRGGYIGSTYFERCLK
Target sequence (Q13564 whole entry, looked up): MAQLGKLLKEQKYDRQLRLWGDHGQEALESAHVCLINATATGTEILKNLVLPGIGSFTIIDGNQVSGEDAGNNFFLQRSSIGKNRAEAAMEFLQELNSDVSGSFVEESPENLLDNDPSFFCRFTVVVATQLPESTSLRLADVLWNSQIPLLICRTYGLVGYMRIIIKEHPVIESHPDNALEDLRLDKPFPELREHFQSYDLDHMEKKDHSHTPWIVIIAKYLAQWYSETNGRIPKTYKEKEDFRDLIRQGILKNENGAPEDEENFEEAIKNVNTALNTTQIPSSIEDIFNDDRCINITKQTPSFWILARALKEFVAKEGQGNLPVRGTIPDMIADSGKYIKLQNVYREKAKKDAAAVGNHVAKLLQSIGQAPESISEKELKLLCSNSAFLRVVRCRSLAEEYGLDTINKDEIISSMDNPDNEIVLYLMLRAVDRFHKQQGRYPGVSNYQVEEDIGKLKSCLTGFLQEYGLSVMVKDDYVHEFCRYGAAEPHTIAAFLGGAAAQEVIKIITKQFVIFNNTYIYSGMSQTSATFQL
Tb MetRS inh – blocks T. brucei methionyl-tRNA synthetase activity. 360,000 compounds, 0.4% hits. purified T. brucei MetRS, ATP depletion, Kinase-Glo luminescence. inhibition, % at 11.9 µM;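 active = inhibition above a per-plate cutoff of the control wells' mean inhibition plus 3 SD, cut at about 5.5% in these data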;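 also: 0% = DMSO wells median and 100% = median of wells with control inhibitor compound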
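Material: T. brucei methionyl-tRNA synthetase, purified; reagent: substrates ATP, L-methionine and bulk Escherichia coli tRNA; dosing: 11.9 µM single point; timing: 15 min plus 2 h at 25 °C; detection: luminescence of leftover ATP; evaluation: % inhibition; control set: DMSO-only wells as low control; replicates: singlicate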
LMPTP inh – blocks human LMPTP phosphatase; P24666; recombinant LMPTP-A, OMFP fluorogenic substrate, fluorescence intensity; inhibition, % at 20 µM; 360,000 compounds, 0.22% hits; AID 651560;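 active = compounds that cut the enzyme signal by at least half of the control window in the single-dose screen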;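 also: plate controls were DMSO wells with enzyme plus substrate for no effect and substrate without enzyme for full effect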
Target sequence (P24666 whole entry, looked up): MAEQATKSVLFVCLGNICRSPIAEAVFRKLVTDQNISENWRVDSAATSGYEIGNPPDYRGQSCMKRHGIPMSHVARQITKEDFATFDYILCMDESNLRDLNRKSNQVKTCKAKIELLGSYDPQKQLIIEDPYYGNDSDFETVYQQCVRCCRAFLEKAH
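test system = LMPTP-A | amount = 0.625 nM LMPTP-A final | reagent = fluorogenic phosphatase substrate OMFP at 400 µM final | incubation = 50 min at room temperature | benchmarks = no-enzyme low control, uninhibited high control | medium = Bis-Tris pH 6.0, DTT, detergent | signal = fluorescence intensity of OMFP turnover product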
STEP block – inhibitors of human striatal-enriched phosphatase STEP; inhibition, % at 20 µM; P54829; AID 588621; recombinant STEP, OMFP fluorogenic substrate, fluorescence; 360,000 compounds, 0.25% hits;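 active = inhibition at 20 µM, scaled per plate between control wells, above about 37%, limit read from the data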;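 also: 0% = DMSO with enzyme and substrate and 100% = substrate only without enzyme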
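medium = Bis-Tris buffer pH 6.0, 2.5 mM DTT, 0.005% Tween 20 | test system = STEP (striatal-enriched tyrosine phosphatase) enzyme, cell-free | measure = normalized % inhibition | compound dosing = 20 µM, 1% DMSO | also added = 25 µM OMFP | schedule = reaction 20 min, ambient temperature | measured by = fluorescence read at 480 nm ex / 540 nm em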
SUMO1 PPI mod – SUMO1-SIM interaction modulation | P63165 | 360,000 compounds, 0.33% hits | SUMO1 binding to a labelled peptide, TR-FRET, 1 h | inhibition, % at 20 µM; in the data active = inhibition above about 37%
Target sequence (P63165 whole entry, looked up): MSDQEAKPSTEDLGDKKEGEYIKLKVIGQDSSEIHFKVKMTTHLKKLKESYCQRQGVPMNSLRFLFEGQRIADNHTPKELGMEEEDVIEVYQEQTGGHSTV
NadD block – inhibitors of Staphylococcus aureus NadD. purified NadD enzyme, colorimetric absorbance read-out. inhibition, % at 20 µM. 360,000 compounds, 0.78% hits; in the data active = inhibition above about 26%; also: some compounds past the cut are filed as inactive
Scp1 inh – inhibitors of human Scp-1 phosphatase; 340,000 compounds, 0.88% hits; Recombinant Scp1, phosphopeptide, malachite green phosphate absorbance; Q9GZU7; inhibition, % at 20 µM;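 active = inhibition above about 50% at 20 µM, limit read from the data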;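 also: plate controls were DMSO wells with enzyme for no effect and wells lacking enzyme for full effect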
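Assay system: SCP-1 catalytic fragment, aa 76-261 | Buffer or medium: Tris acetate buffer pH 5.5 with MgCl2 and Tween-20 | Compound: One concentration, 20 µM, with 1.0% DMSO | Also added: Phospho 17-mer peptide substrate | Signal: Absorbance at 630 nm | Incubation: 45 min enzyme reaction at room temperature | Measure: % inhibition of SCP-1 phosphate liberation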
NRP1-CendR mod – NRP-1/CendR interaction modulation. 360,000 compounds, 0.85% hits. AID 602438. O14786. inhibition, % at 25 µM. FAM-RPARPAR peptide binding to NRP-1, fluorescence polarization;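 active = inhibition or corrected inhibition above about 18%, plus a signal ratio from 0.5 to 1.5, limit read from the data, passing the limit was not always enough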; also: strong numbers were not always called active
SKN-1 block – inhibitors of C. elegans SKN-1 | 360,000 compounds, 0.49% hits | inhibition, % at 21.8 µM | C. elegans VP596 Pgst-4::GFP/RFP ratio, acrylamide-induced, 24 h;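 active = interference check ratio from 0.5 to 1.5 plus GFP to RFP signal ratio inhibition reaching or exceeding a fixed threshold, cut at about 30% in these data, passing the limit was not always enough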; also: some compounds called inactive have numbers as strong as hits
DNMT1 inh – inhibitors of human DNMT1 | P26358 | DNMT1 molecular beacon, Hinp1I cleavage, fluorescence | inhibition (reported as % activation of signal), % at 10 µM | 360,000 compounds, 0.83% hits; in the data active = inhibition above about 50%
Starred values were filed as active, the others as inactive.

COCCNc1nc(Oc2ccc(NC(C)=O)cc2)c2sc(-c3ccccc3)cc2n1 was read as Neddyl block inactive, Tb MetRS inh -0.2, LMPTP inh -0.5, STEP block 1, SUMO1 PPI mod 3, NadD block -7, NRP1-CendR mod -9, SKN-1 block -12 and DNMT1 inh -19.
`CC(C)=CCN1CCN(Cc2cc(C(C)C)n[nH]2)CC1CCO` (stereo unspecified) gave Neddyl block inactive, Tb MetRS inh 0.6, LMPTP inh 2.1, STEP block 6, SUMO1 PPI mod 7, NadD block -2, Scp1 inh -13, NRP1-CendR mod -2, SKN-1 block 15 and DNMT1 inh 1.
`C[C@@H]1CCCCO[C@@H](CN(C)S(=O)(=O)c2ccc(Cl)cc2)[C@@H](C)CN([C@H](C)CO)C(=O)c2cc(N(C)C)ccc2O1` gave Neddyl block inactive, Tb MetRS inh -1.0, LMPTP inh -0.9, STEP block -1, SUMO1 PPI mod -5, NadD block 5, NRP1-CendR mod 2, SKN-1 block 2 and DNMT1 inh -1.
Screening CC1(C)CC(N2CCOCC2)=CC(=[N+]2CCOCC2)C1 returned Neddyl block inactive, Tb MetRS inh -0.1, LMPTP inh -0.8, STEP block -1, SUMO1 PPI mod 11, NadD block 11, Scp1 inh 2, NRP1-CendR mod -5, SKN-1 block -7 and DNMT1 inh 0.
Screening N#Cc1c(-c2ccccc2)nc(-c2ccccc2)[nH]c1=O returned Neddyl block inactive, Tb MetRS inh -2.1, LMPTP inh -0.8, STEP block 0, SUMO1 PPI mod 3, NadD block 0, Scp1 inh -2, NRP1-CendR mod -1, SKN-1 block 0 and DNMT1 inh 0.
`COc1ccc(C(C)=O)c(OCC(=O)NCCC2=CCCCC2)c1` gave Neddyl block inactive, Tb MetRS inh 0.1, LMPTP inh 5.1, STEP block -4, SUMO1 PPI mod -2, NadD block 0, NRP1-CendR mod 1, SKN-1 block -1 and DNMT1 inh 5.
`O=C1COc2ccc(C(=O)COC(=O)c3ccc(F)cc3Cl)cc2N1` gave Neddyl block inactive, Tb MetRS inh 0.4, LMPTP inh -0.6, STEP block 0, SUMO1 PPI mod -7, NadD block -2, Scp1 inh -13, NRP1-CendR mod 5, SKN-1 block -2 and DNMT1 inh 2.
`Cc1cc(C)n(-c2ccc(C(=O)N3CCN(S(=O)(=O)c4ccc(Br)cc4Cl)CC3)cc2)n1` gave Neddyl block inactive, Tb MetRS inh -0.5, LMPTP inh 1.2, STEP block 1, SUMO1 PPI mod -24, NadD block -1, NRP1-CendR mod 12, SKN-1 block -17 and DNMT1 inh -6.
For O=c1c([N+](=O)[O-])cn(Cc2ccccc2)c(=O)n1Cc1ccccc1 the results were Neddyl block inactive, Tb MetRS inh -0.1, LMPTP inh 0.3, STEP block 1, SUMO1 PPI mod -14, NadD block -1, Scp1 inh -13, NRP1-CendR mod -15, SKN-1 block 13 and DNMT1 inh 8.
Screening Cc1nnc(SCC2=C(C(=O)O)N3C(=O)C(NC(=O)Cn4nc(C(F)F)c(Cl)c4C)C3SC2)s1 (stereo unspecified) returned Neddyl block inactive, Tb MetRS inh -0.9, LMPTP inh 1.9, STEP block 7, SUMO1 PPI mod 16, NadD block 3, Scp1 inh 42, NRP1-CendR mod -22, SKN-1 block -11 and DNMT1 inh 0.
Screening Cc1cc2nc(CCN(Cc3cccnc3)C(=S)Nc3ccc(F)cc3)[nH]c2cc1C returned Neddyl block inactive, Tb MetRS inh 0.3, LMPTP inh 0.1, STEP block 2, SUMO1 PPI mod 4, NadD block 3, Scp1 inh -6, NRP1-CendR mod 8, SKN-1 block 3 and DNMT1 inh 0.
Screening CCOC(=O)c1sc(C)nc1C1CCN(C(=O)OCC)CC1 returned Neddyl block inactive, Tb MetRS inh -1.1, LMPTP inh -0.3, STEP block 2, SUMO1 PPI mod -3, NadD block 2, Scp1 inh -2, NRP1-CendR mod 0, SKN-1 block -17 and DNMT1 inh -1.
O=C(OCc1nnc(-c2ccccc2)o1)c1ccc2c(c1)C(=O)N(CCc1ccccc1)C2=O was read as Neddyl block inactive, Tb MetRS inh 0.6, LMPTP inh 0.6, STEP block 2, SUMO1 PPI mod 1, NadD block 0, Scp1 inh -5, NRP1-CendR mod -7, SKN-1 block 8 and DNMT1 inh 1.
For CC(C)(C)OC(=O)N1CCC[C@H]1c1nnc(SCC(=O)Nc2cccc(Cl)c2)o1 the results were Neddyl block inactive, Tb MetRS inh 2.6, LMPTP inh 0.5, STEP block -1, SUMO1 PPI mod 2, NadD block -4, Scp1 inh -8, NRP1-CendR mod -6, SKN-1 block -17 and DNMT1 inh -4.
`Cc1csc(SCC(=O)Nc2nccs2)n1` gave Neddyl block inactive, Tb MetRS inh 0.4, LMPTP inh -1.7, STEP block -1, SUMO1 PPI mod 6, NadD block -4, Scp1 inh -1, NRP1-CendR mod -4, SKN-1 block -8 and DNMT1 inh 2.
`CC(NC(=O)c1ccccc1Br)c1nnc(SCC(=O)NC2=NCCS2)n1C` (stereo unspecified) gave Neddyl block inactive, Tb MetRS inh -1.0, LMPTP inh -0.4, STEP block -1, SUMO1 PPI mod 2, NadD block -4, Scp1 inh -4, NRP1-CendR mod -3, SKN-1 block -6 and DNMT1 inh 1.
Screening CC[n+]1c(C=C2C=C(C)OC(C)=C2)sc2ccccc21 returned Neddyl block inactive, Tb MetRS inh 0.5, LMPTP inh 6.1, STEP block 4, SUMO1 PPI mod -23, NadD block 10, Scp1 inh -3, NRP1-CendR mod -17, SKN-1 block 4 and DNMT1 inh 13.
Screening COc1ccc(CNC(=O)C2Cc3c(-c4ccccc4Oc4ccccc4)ccnc3O2)cc1OC (stereo unspecified) returned Neddyl block inactive, Tb MetRS inh -0.3, LMPTP inh 1.9, STEP block 0, SUMO1 PPI mod 1, NadD block 2, NRP1-CendR mod -4, SKN-1 block 9 and DNMT1 inh -2.
`Cc1ccc(S(=O)(=O)Nc2ccc(S(=O)(=O)N3CCOCC3)cc2)cc1[N+](=O)[O-]` gave Neddyl block inactive, Tb MetRS inh 0.2, LMPTP inh -1.7, STEP block -4, SUMO1 PPI mod -8, NadD block -2, Scp1 inh -7, NRP1-CendR mod 13, SKN-1 block 9 and DNMT1 inh 0.
Screening CCCc1c(-c2ccc(Cl)cc2)ncn1CCc1ccccc1OC returned Neddyl block inactive, Tb MetRS inh -1.0, LMPTP inh 5.1, SUMO1 PPI mod 9, NadD block 2, NRP1-CendR mod 3 and SKN-1 block 14.
For O=C(CN1C(=O)NC2(CCCCCC2)C1=O)Nc1cccc(F)c1 the results were Neddyl block inactive, Tb MetRS inh -0.2, LMPTP inh 0.5, STEP block -1, SUMO1 PPI mod -1, NadD block -3, Scp1 inh 1, NRP1-CendR mod 3, SKN-1 block -7 and DNMT1 inh 0.
Screening CCOC(=O)C1=C(C)NC(=S)NC1c1ccc(C)s1 (stereo unspecified) returned Neddyl block inactive, Tb MetRS inh -0.2, LMPTP inh -0.8, STEP block -1, SUMO1 PPI mod 4, NadD block -3, Scp1 inh -4, NRP1-CendR mod 2, SKN-1 block 1 and DNMT1 inh -3.
Screening NC(=O)C1CCN(C(=O)/C=C/c2ccccc2[N+](=O)[O-])CC1 returned Neddyl block inactive, Tb MetRS inh 0.2, LMPTP inh -1.7, STEP block 3, SUMO1 PPI mod -19, NadD block -6, Scp1 inh 4, NRP1-CendR mod -8, SKN-1 block -20 and DNMT1 inh 1.
CCCS(=O)(=O)N1CCC(C(=O)NCCCOC)CC1 was read as Neddyl block inactive, Tb MetRS inh 0.3, LMPTP inh -0.2, STEP block -4, SUMO1 PPI mod 1, NadD block 0, Scp1 inh 0, NRP1-CendR mod -5, SKN-1 block -7 and DNMT1 inh -3.
O=C(CN1C(=O)NC2(CCCCCCC2)C1=O)N1CCN(C(=O)c2ccco2)CC1 was read as Neddyl block inactive, Tb MetRS inh -0.7, LMPTP inh -2.8, STEP block -5, SUMO1 PPI mod 0, NadD block 0, Scp1 inh 14, NRP1-CendR mod 1, SKN-1 block 2 and DNMT1 inh 1.
`C=CCn1c(SC)nc2sc3c(c2c1=O)CCc1ccccc1-3` gave Neddyl block inactive, Tb MetRS inh 0.0, LMPTP inh 1.9, STEP block 0, SUMO1 PPI mod 4, NadD block -2, Scp1 inh -2, NRP1-CendR mod -8, SKN-1 block -3 and DNMT1 inh -4.
Cc1ccc(C(=O)NNC(=O)Cn2nnc3ccccc32)cc1 was read as Neddyl block inactive, Tb MetRS inh -1.4, LMPTP inh -1.1, STEP block 0, SUMO1 PPI mod -3, NadD block -4, Scp1 inh 3, NRP1-CendR mod 7, SKN-1 block -5 and DNMT1 inh 7.
For O=S(=O)(c1ccc(F)cc1)N1CC2CCCN2c2ccc(C(F)(F)F)cc21 (stereo unspecified) the results were Neddyl block inactive, Tb MetRS inh 0.6, LMPTP inh 3.4, STEP block 1, SUMO1 PPI mod 1, NadD block -9, Scp1 inh -10, NRP1-CendR mod 14, SKN-1 block 28 and DNMT1 inh 2.
O=C(CSCc1ccccc1)N1CCN(c2ccccc2)CC1 was read as Neddyl block inactive, Tb MetRS inh -0.2, LMPTP inh -1.0, STEP block 3, SUMO1 PPI mod 3, NadD block -1, Scp1 inh -5, NRP1-CendR mod 2, SKN-1 block 6 and DNMT1 inh -3.
Cc1cc(C)n(C(=O)C2CCCN2S(=O)(=O)c2ccc(Cl)cc2)n1 (stereo unspecified) was read as Neddyl block inactive, Tb MetRS inh 0.6, LMPTP inh -0.7, STEP block -6, SUMO1 PPI mod -1, NadD block 6, Scp1 inh -7, NRP1-CendR mod 0, SKN-1 block -4 and DNMT1 inh 1.
For COc1ccc(NC(=O)C(OC(=O)c2cnccn2)c2ccccc2)cc1Cl (stereo unspecified) the results were Neddyl block inactive, Tb MetRS inh -0.6, LMPTP inh 0.9, STEP block -3, SUMO1 PPI mod 3, NadD block -5, Scp1 inh -7, NRP1-CendR mod -3, SKN-1 block 4 and DNMT1 inh -9.
Screening O=c1[nH]c2cc(Cl)ccc2n(CCNc2ncc(C(F)(F)F)cc2Cl)c1=O returned Neddyl block inactive, Tb MetRS inh -0.8, LMPTP inh -0.9, STEP block -2, SUMO1 PPI mod 0, NadD block -4, Scp1 inh 0, NRP1-CendR mod 2, SKN-1 block 1 and DNMT1 inh 34.
`CSCC[C@H](NC(=O)OC(C)(C)C)C(=O)N/N=C/c1cccc2cccnc12` gave Neddyl block inactive, Tb MetRS inh -0.2, LMPTP inh -0.3, STEP block -4, SUMO1 PPI mod -18, NadD block -3, Scp1 inh -4, NRP1-CendR mod -4, SKN-1 block -10 and DNMT1 inh 0.

Compounds were not picked by outcome. Share with any hit: about 4.6%.
